Screening data deposited in PubChem BioAssay by Sanford-Burnham Center for Chemical Genomics.
CCR6 antagonist – CCR6 (human) receptor antagonism. P51684. CHO-K1 CCR6 PathHunter beta-arrestin, luminescence, CCL20-stimulated. inhibition, % at 20 µM. hit rate 0.49% among 340,000;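 active means compounds whose inhibition of the agonist-driven luminescence signal at 20 µM reaches about 50%, limit read from the data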;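 further: cells stimulated with CCL20 at 14 nM final; plate controls were DMSO with CCL20 for no effect and DMSO without agonist for full effect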
Target sequence (P51684 whole entry, looked up): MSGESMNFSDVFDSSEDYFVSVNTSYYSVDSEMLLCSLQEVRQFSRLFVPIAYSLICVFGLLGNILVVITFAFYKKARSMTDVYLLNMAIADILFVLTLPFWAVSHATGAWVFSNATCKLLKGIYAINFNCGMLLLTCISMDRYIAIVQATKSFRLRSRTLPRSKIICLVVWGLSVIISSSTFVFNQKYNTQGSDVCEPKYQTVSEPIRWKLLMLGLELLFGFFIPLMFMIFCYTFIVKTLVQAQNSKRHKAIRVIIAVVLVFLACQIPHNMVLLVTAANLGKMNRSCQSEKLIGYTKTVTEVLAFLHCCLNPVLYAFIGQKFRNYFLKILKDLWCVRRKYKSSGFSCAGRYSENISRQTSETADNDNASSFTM
CXCR6 inh – blocks human CXCR6 beta-arrestin recruitment; O00574; CHO-K1 PathHunter CXCR6 beta-arrestin, luminescence; inhibition, % at 20 µM; hit rate 0.36% among 360,000; in the data active means inhibition above about 34%, passing the limit was not always enough;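 further: antagonist mode with CXCL16 agonist at 10 nM final; 0% = 10 nM CXCL16 with DMSO and 100% = unstimulated wells without agonist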
Target sequence (O00574 whole entry, looked up): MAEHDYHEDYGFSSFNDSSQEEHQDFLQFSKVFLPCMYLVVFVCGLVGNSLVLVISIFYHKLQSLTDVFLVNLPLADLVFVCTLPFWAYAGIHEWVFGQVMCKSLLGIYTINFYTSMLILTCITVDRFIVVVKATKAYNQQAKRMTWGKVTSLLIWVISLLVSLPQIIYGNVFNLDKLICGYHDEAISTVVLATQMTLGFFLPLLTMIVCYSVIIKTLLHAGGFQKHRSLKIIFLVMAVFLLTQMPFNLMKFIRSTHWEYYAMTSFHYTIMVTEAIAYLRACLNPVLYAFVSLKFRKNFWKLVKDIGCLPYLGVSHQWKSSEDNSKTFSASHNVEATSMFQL
Gli-Sufu block – blocks Gli-Sufu signaling in a luciferase reporter; Sufu-KO-LIGHT fibroblasts, Gli luciferase reporter luminescence; inhibition, % at 5 µM; hit rate 0.74% among 340,000;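 active means inhibition above about 55%, limit read from the data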;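 further: 0% = DMSO-treated cells and 100% = wells with medium but no cells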
EBI2 antag – antagonists of human EBI2 receptor. P32249. EBI2 beta-arrestin recruitment, luminescence, 7a,25-OHC stimulated. inhibition, % at 5 µM. hit rate 0.81% among 360,000. AID 651636; in the data active means inhibition above about 38%;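 further: enzyme fragment complementation signal reports receptor beta-arrestin coupling in cells; 0% = agonist plus DMSO wells and 100% = wells without agonist; some results beyond the cut were filed as inactive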
Target sequence (P32249 whole entry, looked up, the tested form may be a part): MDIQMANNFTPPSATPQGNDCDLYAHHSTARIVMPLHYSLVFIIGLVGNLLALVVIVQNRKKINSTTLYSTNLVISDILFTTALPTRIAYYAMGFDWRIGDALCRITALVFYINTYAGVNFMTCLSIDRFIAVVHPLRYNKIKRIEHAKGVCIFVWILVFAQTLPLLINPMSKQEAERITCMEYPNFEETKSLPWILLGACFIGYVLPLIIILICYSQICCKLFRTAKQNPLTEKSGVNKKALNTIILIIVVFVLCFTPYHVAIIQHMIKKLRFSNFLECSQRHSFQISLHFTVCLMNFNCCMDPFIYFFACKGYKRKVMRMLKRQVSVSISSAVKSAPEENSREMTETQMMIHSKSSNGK
697 NFkB inh – lowers PMA/ionomycin-induced NF-kB signal in 697 B cells | 697 B-cell NF-kB luciferase reporter, 16 h | inhibition, % at 4 µM | hit rate 0.33% among 330,000; in the data active means inhibition above about 35%
Jurkat NFkB inh – inhibitors of the PMA/ionomycin-induced NF-kB reporter in Jurkat cells. inhibition, % at 4 µM. AID 435003. PMA/ionomycin-induced NF-kB luciferase reporter, luminescence. hit rate 0.53% among 330,000; in the data active means inhibition above about 50%
UPR XBP1 act – activators of adaptive arm of unfolded protein response (XBP1) | CHO-XBP1 luciferase reporter, IRE1-XBP1 UPR activation, luminescence; percent of tunicamycin response, DMSO as zero | activation, % at 20 µM | hit rate 0.33% among 330,000 | AID 463104;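 active means versus positive control, 20 µM dose yields 30% or more activation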;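 further: 100% = tunicamycin at 10 µg/mL and 0% = DMSO only wells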
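Material: CHO cell line with stable XBP1 luciferase reporter; buffer or medium: F12 medium containing 10% fetal bovine serum; compound: single point, 20 µM final compound, 1% DMSO; incubation: 6 h treatment, 37 °C; measured by: glow luminescence from Steady-Glo reagent; evaluation: activation, % of tunicamycin; control set: tunicamycin high, DMSO low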
Mdm2 MdmX PPI – disrupts the human Mdm2-MdmX interaction | O15151+Q00987 | SaOS-2 split-luciferase Mdm2/MdmX complementation, luminescence | inhibition, % at 8 µM | hit rate 3% among 330,000 | AID 485346;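 active means inhibition of at least 50% at 8 µM in the primary screen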
CHOP UPR activ – activators of apoptotic arm of unfolded protein response (CHOP). CHO-CHOP luciferase reporter, UPR activation, luminescence; percent of tunicamycin response over DMSO baseline. AID 449763. hit rate 0.34% among 330,000. activation, % at 10 µM;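 active means at 10 µM dose, activation of 40% or more, normalized to positive control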;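 further: 100% = tunicamycin at 10 µg/mL and 0% = DMSO alone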
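assay system = CHO CHOP reporter cells | amount = 500 CHO-CHOP cells per well | buffer or medium = F12 with 10% FBS | incubation = 16-18 h cell attachment, then 6 h compound exposure, 37 °C | detection = luminescence read with Steady-Glo | read-out = percent activation relative to tunicamycin control | controls = tunicamycin high control, DMSO low control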
* hit, by the source's call; x = not tested or not shown.

SMILES	CCR6 antagonist	CXCR6 inh	Gli-Sufu block	EBI2 antag	697 NFkB inh	Jurkat NFkB inh	UPR XBP1 act	Mdm2 MdmX PPI	CHOP UPR activ
CCOc1ccc(C(=O)N2CCN(Cc3ccccc3)CC2)cc1OCC	7	0	-8	-3	-15	0	-2	5	1.9
N#C/C(=C\c1ccccc1[N+](=O)[O-])C(=O)NCc1ccccc1	10	-4	5	-17	6	7	5	-5	-1.1
COC(=O)C(CC(C)C)NC(=O)c1ccc([N+](=O)[O-])cc1 (stereo not drawn)	4	-8	-3	-4	3	-1	-1	-1	0.6
O=C1CS/C(=C/C(=O)c2ccccc2)N1	0	-4	3	-3	15	8	2	-13	1.2
CCCn1c(NC(=O)c2ccccc2)nc2ccccc21	16	20	-10	-11	-75	-35	5	-14	0.6
COC(=O)NCC(c1cccnc1)N1CCN(c2ccccc2F)CC1 (stereo not drawn)	3	-9	8	-6	9	7	-3	2	0.0
Cc1ccc(NC(=O)c2ccccc2)s1	1	6	-83	1	-109	-46	0	-180	-0.4
O=C(NCc1cccnc1)c1ccc(NC(=O)c2cccc([N+](=O)[O-])c2)cc1	6	-2	18	7	-13	-8	-1	11	0.4
Cc1ccc(C2NC(=O)c3ccccc3N2)c(C)c1 (stereo not drawn)	-10	-7	-7	5	x	x	x	x	x
O=C1CCCc2c1cnc1ncnn21	-6	-1	-5	-10	9	10	-3	12	2.2
Cc1ccc(Cl)cc1NC(=O)C1CC1c1ccccc1 (stereo not drawn)	7	-2	7	-10	4	-7	-2	21	5.4
COc1ccc(CCNC(=O)c2c(C)nn(-c3ccccc3)c2Cl)cc1	12	6	-3	3	5	2	-4	-3	0.3
CS(=O)(=O)N1CCc2cc(S(=O)(=O)NCCNS(=O)(=O)c3ccc4c(c3)CCN4S(C)(=O)=O)ccc21	6	-1	3	-15	-27	-29	-4	0	-0.3
COC(=O)[C@H](Cc1ccccc1)NC(=O)[C@@H]1C[C@H]1[C@@H](NC(=O)OCc1ccccc1)c1ccccc1	3	3	-6	16	21	-4	2	13	-0.2
O=C(NNC(=O)c1ccc(Br)s1)c1cccc(S(=O)(=O)N2CCCC2)c1	17	1	-3	1	15	17	-4	11	0.2
CCN(C(=O)CSc1nnc(-c2ccccc2C)n1C)c1c(N)n(Cc2ccccc2)c(=O)[nH]c1=O	3	-2	-6	0	-23	-5	3	0	-1.6
Cc1ccc2c(c1)C1CN(C)CCC1N2S(=O)(=O)c1cc(C(F)(F)F)ccc1Cl (stereo not drawn)	-1	10	-2	-4	9	-4	1	8	-0.3
COc1cccc(C2C(C(=O)NCc3ccccc3)=C(C)Nc3ncnn32)c1 (stereo not drawn)	-4	-8	5	4	18	2	-3	17	-2.0
Oc1ccc2ccc3cccc[n+]3c2c1	10	4	-1	-7	18	-5	-1	9	-1.2
CCC(C(=O)Nc1nnc(-c2ccco2)s1)c1ccccc1 (stereo not drawn)	8	-6	6	-22	-19	-15	2	30	1.3
Cc1cc2nnc(SC(C)C)n2c2ccccc12	0	-1	-6	6	15	4	-5	-8	-2.3
O=C(C1=C[C@H](c2coc3ccccc3c2=O)C[C@H](OCc2ccc(CO)cc2)O1)N1CCOCC1	6	1	-11	-7	2	-7	2	10	0.9
COc1ccc(-c2nn(CC(=O)NCCc3ccccc3)c(=S)n2C)cc1	14	1	1	6	18	8	-2	8	1.7
Cc1ccccc1Nc1nc(N)nc(CSc2nnnn2C)n1	-5	-3	-61	0	-38	-69	-3	-5	2.5
CCNC(=S)Nc1ccc(NC(=O)c2ccccc2O)cc1	0	2	3	-10	-6	-2	1	-8	1.2

Part of the list above, showing only Gli-Sufu block, UPR XBP1 act and 697 NFkB inh.
structure | Gli-Sufu block | UPR XBP1 act | 697 NFkB inh
O=C(C1=C[C@H](c2coc3ccccc3c2=O)C[C@H](OCc2ccc(CO)cc2)O1)N1CCOCC1 | -11 | 2 | 2
COc1ccc(-c2nn(CC(=O)NCCc3ccccc3)c(=S)n2C)cc1 | 1 | -2 | 18
Cc1ccc2c(c1)C1CN(C)CCC1N2S(=O)(=O)c1cc(C(F)(F)F)ccc1Cl (stereo not drawn) | -2 | 1 | 9
Cc1cc2nnc(SC(C)C)n2c2ccccc12 | -6 | -5 | 15
CS(=O)(=O)N1CCc2cc(S(=O)(=O)NCCNS(=O)(=O)c3ccc4c(c3)CCN4S(C)(=O)=O)ccc21 | 3 | -4 | -27

(next part)
SMILES	CCR6 antagonist	CXCR6 inh	Gli-Sufu block	EBI2 antag	697 NFkB inh	Jurkat NFkB inh	UPR XBP1 act	Mdm2 MdmX PPI	CHOP UPR activ
CC(C)(Oc1ccc(Cl)cc1)C(=O)NC1CCCCC1	11	-8	0	2	20	12	-1	19	-1.0
CC1Cc2ccccc2N1CC(=O)NC(=O)NC1CCCCC1 (stereo not drawn)	14	2	1	3	-40	-12	-3	2	-0.1
O=C(Cn1cnc2scc(-c3ccc(Br)cc3)c2c1=O)N1CCOCC1	-5	-4	27	3	-1	-12	-1	18	-0.7
CCS(=O)(=O)c1cc([N+](=O)[O-])c(Sc2ccccc2NC(C)=O)s1	16	2	4	-33	-63	-15	1	-23	59*
CC(NC(=O)c1ccccc1Cl)c1nnc(SCC(=O)Nc2ccc(C(=O)O)cc2)n1C (stereo not drawn)	1	5	3	2	-13	-19	0	3	-1.3
C=CCNC(=O)c1cccc(OC2CCN(CC(C)(C)C)CC2)c1	1	4	16	1	2	-3	-2	-16	0.2
COc1ccc2oc(C(=O)OCC(=O)Nc3ccc(C(=O)N(C)C)cc3)c(C)c2c1	1	1	5	-10	7	-1	-1	5	4.5
Cc1ccc(S(=O)(=O)/N=C(/c2ccccc2)N2CCOCC2)cc1	0	-8	-8	-7	12	19	1	-6	-0.6
CC(=O)c1cccc(N(CC(=O)Nc2ccccc2C(=O)N2CCCC2)S(C)(=O)=O)c1	-3	-7	4	-2	23	0	-5	10	1.1
CCCCCC(=O)Nc1cccc(C2=NOC3(C2)C[C@@H](C(N)=O)N(C(=O)Cc2ccc([N+](=O)[O-])cc2)C3)c1 (stereo partly drawn)	9	-2	4	-13	15	11	2	16	1.3
Cc1cc(NS(=O)(=O)c2ccc(NC(=O)N[C@H](C(=O)O)C(C)C)cc2)no1	-1	1	-17	-8	-17	-3	-1	-9	1.0
CNc1nc(Cl)c(SC)c(NCc2ccc(F)cc2)n1	24	-2	1	-30	6	-7	5	13	-1.0
O=C1N=C(N2CCOCC2)CS1	-24	-6	9	0	9	6	-5	0	2.1
CCOc1ccc(NC(=O)CCC(=O)c2ccc(Br)cc2)cc1	-12	5	5	11	-15	-3	-1	-13	-1.6
COc1cc(OC)c(OC)cc1/C=C1/Cc2ccccc2C1=O	11	0	40	8	25	17	0	30	-1.4
O=C(C1=C(O)C(=O)N(CCN2CCOCC2)C1c1ccccn1)c1cccs1 (stereo not drawn)	11	-10	5	-9	-10	-8	1	-46	1.5
c1ccc(COc2ccc(OCCCN3CCCC3)cc2)cc1	4	1	22	-11	-150	-85	-4	-48	-1.9
Cc1ccc(NC(=O)Nc2nc(-c3ccc(C)s3)cs2)cc1	15	-1	12	16	-38	-9	5	8	2.7
Cc1ccsc1C(=O)N1CCN(c2ncc(C(F)(F)F)cc2Cl)CC1	-5	10	14	9	-20	-4	-5	34	-0.4
CCCn1c(SC(C)C(=O)NC2CCCC2)n[nH]c1=O (stereo not drawn)	-4	-3	-8	-5	20	-6	2	3	-1.1
O=C(Nc1nnc(Cc2ccccc2F)s1)c1ccccc1Cl	6	-1	-13	-2	-24	2	3	20	1.8
CC(=C/c1ccc(C(C)C)cc1)/C=N/NC(=O)Cn1nc(C)cc1C	2	-2	-5	21	-30	7	-2	19	2.7
O=C(CC1C[C@H](C(=O)N2CCOCC2)[C@@]2(CCC3CCCC3)c3[nH]c4ccccc4c3CCN2C1=O)NCCc1ccccn1 (stereo partly drawn)	-11	-5	-7	1	3	12	2	25	1.6
Cc1c(CCO)c(=O)[nH]n1C(=O)c1ccc(F)cc1	-2	-12	1	3	-17	-13	5	-15	-1.7
Cc1cccc2cc(CN(CCCO)C(=O)Nc3cccc(Cl)c3)c(=O)[nH]c12	-3	-1	0	3	-39	-14	-1	29	-0.5
Further compounds follow.
SMILES	CCR6 antagonist	CXCR6 inh	Gli-Sufu block	EBI2 antag	697 NFkB inh	Jurkat NFkB inh	UPR XBP1 act	Mdm2 MdmX PPI	CHOP UPR activ
Fc1ccc(OCc2nn[nH]n2)c(F)c1	3	2	5	-2	-13	-2	-5	-4	-0.3
COc1ccc2nc(NC(=O)c3cc(C)oc3C)sc2c1	11	-3	-78	6	-21	-69	3	-65	5.9
C=CCn1c(O)c(C2=c3ccccc3=NC2=O)c2ccccc21	91*	72*	-14	11	-7	-7	-13	31	-11
Cc1ccc(C(=O)NCCCNC(=O)c2cccnc2)cc1	-16	-1	-10	4	5	10	-1	22	2.2
CC1(C)C(=O)Nc2ccccc2N1C(=O)COC(=O)CCSc1ccccc1	-1	-6	-8	-2	13	-4	1	-13	0.4
Cc1ccc(S(=O)(=O)CCC(=O)O)cc1C	11	5	7	4	17	1	-2	16	-0.6
COc1ccc(-c2noc(CCCC(=O)NC3CCCC3)n2)cc1OC	2	4	0	0	9	3	-4	9	-1.1
COc1cc(-c2cccs2)cc(=O)c2c(C)oc(C)c12	14	7	1	-2	7	-10	-1	26	-3.3
Cc1nnc(N/N=C/c2ccc(-c3ccc(Br)cc3)o2)n1N	-9	-15	6	-9	-24	-20	7	-7	2.0
CCCCOC(=O)C1=C(C)NC(=O)NC1c1ccc(OC)cc1 (stereo not drawn)	12	-1	5	7	-16	-48	0	21	2.0
O=C(NCc1ccco1)/C(=C/c1cccc([N+](=O)[O-])c1)NC(=O)c1ccco1	3	-2	-16	-10	20	0	-1	16	1.1
COc1cc(C(=O)NCCNC(=O)c2ccc(C)nc2)cc(OC)c1OC	12	1	-6	3	13	0	2	19	0.8
Cc1[nH]c2ccccc2c1C(=O)C(=O)NCCc1ccc(S(N)(=O)=O)cc1	2	-4	1	-5	-5	-15	0	1	0.6
CCC(Oc1ccccc1)C(=O)NCc1ccc(S(N)(=O)=O)cc1 (stereo not drawn)	-1	1	-1	3	8	-6	-2	-12	-1.2
CCOC(=O)CNC(=O)C(=O)c1c(O)[nH]c2ccccc12	7	-5	-2	-15	21	1	-1	20	2.0
O=C(Nc1ccc2c(c1)Cc1ccccc1-2)c1cc2ccccc2o1	-1	-2	2	3	10	-5	0	-17	0.9
CCOc1ccc(NS(=O)(=O)c2ccc(C(=O)NCC3(N4CCCCC4)CCCCC3)cc2)cc1	7	-3	20	-5	-4	-3	1	37	-0.4
CCCC(=O)Nc1ccc(N2CCN(C(=O)c3cccs3)CC2)cc1	7	-8	9	-9	-18	-15	0	-5	-0.8
COC(=O)C1C/C(=N\NS(=O)(=O)c2ccc(C)cc2)c2ccccc2C1 (stereo not drawn)	8	4	-12	0	-11	-15	-4	20	-0.3
CCc1nc2c(C#N)c(-c3ccc(Cl)cc3)ccn2n1	7	16	10	6	10	-1	5	0	0.9
CCCCn1c(-c2cccs2)nc2nc3ccccc3nc21	6	16	3	-41	7	-21	3	12	-0.5
CCOC(=O)Nc1ccc2c(C)cc(=O)oc2c1	-1	-10	-51	-5	-20	-60	2	0	2.9
CN(C)CCCn1c(=O)n(C2CCCCC2)c(=O)c2c3c(sc21)CCCCC3	8	-4	33	-10	9	10	-1	90*	1.7
